TrxR1 substrate: substrates of rat thioredoxin reductase 1; Potency, µM (doses to about 114 µM), without a hit: at the highest dose activity change, negative = substrate turnover; 390,000 compounds, 0.01% hits; purified TrxR1 substrate turnover, NADPH consumption readout; O89049; AID 588456; note: potency is the fitted concentration of half-maximal effect; % is set by controls: 0 for no effect and ±100 for the full control effect; nearly all actives have a fitted effect of over 50% in size
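Rat TrxR1, dispensed at 90 nM, was prereduced with 400 uM NADPH (final) for 5 min at ~22 deg C, then incubated with compound 15 min before 400 uM selenite. A first-read NADPH fluorescence drop versus no-compound background flagged substrates.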
mIDH1 inhibitor: inhibitors of human mutant IDH1 R132H; IDH1-R132H enzyme, NADPH consumption, diaphorase/resazurin fluorescence; 390,000 compounds, 0.093% hits; AID 602179; Potency, µM (series often up to 76.6 µM), for inactives: top-dose activity change, negative = inhibition, usual class: inhibitors; O75874; note: potency is the fitted concentration of half-maximal effect; % is set by controls: 0 for no effect and ±100 for the full control effect; nearly all actives have a fitted effect of over 65% in size
Target sequence (O75874 whole entry R132H, stated change not applied): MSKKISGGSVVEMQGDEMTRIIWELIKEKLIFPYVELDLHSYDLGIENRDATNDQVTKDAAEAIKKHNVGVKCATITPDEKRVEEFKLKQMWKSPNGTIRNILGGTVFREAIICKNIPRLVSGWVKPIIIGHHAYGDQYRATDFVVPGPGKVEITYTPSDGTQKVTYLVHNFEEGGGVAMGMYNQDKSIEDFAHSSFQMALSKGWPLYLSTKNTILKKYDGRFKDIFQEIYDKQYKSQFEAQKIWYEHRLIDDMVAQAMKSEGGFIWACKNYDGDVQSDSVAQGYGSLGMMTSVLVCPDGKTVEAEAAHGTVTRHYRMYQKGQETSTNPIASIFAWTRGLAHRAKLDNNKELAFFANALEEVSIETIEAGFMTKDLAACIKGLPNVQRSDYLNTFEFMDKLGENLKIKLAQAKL
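IDH1-R132H (0.5 ug/mL) preincubated 30 min with compound, then NADPH (0.016 mM) and alpha-KG (2 mM) added; 80 min at RT, pH 7.5. Remaining NADPH coupled via diaphorase/resazurin to fluorescence (540/590 nm); concentration-response curves normalized to no-enzyme control.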
PI4K2A inh: blocks human PI4K2A kinase activity. Q9BTU6. purified PI4K2A, ADP-Glo luminescence, 1 h; stronger effect = lower value. activity change, negative = inhibition, % at 76.9 µM. 420,000 compounds, 0.13% hits; in the data active = activity change below about -50%; inconclusive = mostly about -30% to -49%;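 note: -100% = wells without enzyme as full effect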
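Compounds are screened against recombinant PI4K2A using PI as substrate and ATP, the latter dispensed at 300 microM. Reactions run one hour at ambient temperature before ADP-Glo detection; full inhibition defined by wells lacking enzyme.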
PGK inhibitor: inhibitors of T. brucei phosphoglycerate kinase; AID 602233; 380,000 compounds, 0.043% hits; PGK/GAPDH coupled, Kinase-Glo luminescence, 60 min; Potency, µM (titrated, usually from 57.5 µM), inactives show top-dose activity change, negative = inhibition, actives largely listed as inhibitors; P07378; note: potency is the fitted concentration of half-maximal effect; % is set by controls: 0 for no effect and ±100 for the full control effect; nearly all actives have a fitted effect of over 60% in size
Target sequence (P07378 whole entry, looked up): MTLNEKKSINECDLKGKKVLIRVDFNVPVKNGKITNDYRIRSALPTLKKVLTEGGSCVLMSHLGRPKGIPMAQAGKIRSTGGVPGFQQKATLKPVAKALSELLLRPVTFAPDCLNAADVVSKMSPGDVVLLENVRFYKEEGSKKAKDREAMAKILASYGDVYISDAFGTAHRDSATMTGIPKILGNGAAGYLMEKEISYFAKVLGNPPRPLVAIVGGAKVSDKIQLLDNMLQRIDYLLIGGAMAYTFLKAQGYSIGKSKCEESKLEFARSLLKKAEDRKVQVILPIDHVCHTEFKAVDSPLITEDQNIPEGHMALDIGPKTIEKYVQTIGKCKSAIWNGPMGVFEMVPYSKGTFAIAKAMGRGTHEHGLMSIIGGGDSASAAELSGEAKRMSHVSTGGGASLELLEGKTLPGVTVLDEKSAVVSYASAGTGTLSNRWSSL
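Luminescent ATP detection (Kinase-Glo Plus) follows a 60-minute room-temperature incubation, with wells lacking PGK as controls. Buffer: 100 mM TEA (pH 7.6), 5 mM MgCl2, 0.01% Tween-20. Coupling enzyme GAPDH (100 nM final) supplies unstable 1,3-BPG in-well.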
GLS inhibitor: inhibitors of human glutaminase (GLS); O94925; GLS enzymatic activity, qHTS titration; Potency, µM (titrated, usually from 45.5 µM), without a hit: at the top dose activity change, negative = inhibition, usual class: inhibitors; 410,000 compounds, 0.21% hits; AID 624170; note: potency is the fitted concentration of half-maximal effect; % is set by controls: 0 for no effect and ±100 for the full control effect
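Coupled fluorescence readout: glutamate oxidase/HRP/Amplex Red detect glutamate formed by hKGA from L-glutamine (1 mM solution added). Buffer 45 mM KH2PO4 pH 8.2, 0.02% Tween-20; reads at t0 and 30 min RT.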
Pin1 inhibitor: inhibitors of human Pin1 | Q13526 | Pin1 FP peptide displacement, HiFluor488, 10 min | Potency, µM (doses to about 115 µM), inactives show top-dose activity, negative = inhibition, most hits filed as inhibitors | 390,000 compounds, 0.009% hits | AID 504891; active = well fitted inhibition curve with a large enough effect in the polarisation, with a control signal flat, not every such curve was filed as active; inconclusive = small, poorly fitted or top-dose-only effect, or effect the other way, or a change in a side signal; inactive = no such curve, though single readings can be large or run the other way; the % refers to the polarisation; note: potency is the fitted concentration of half-maximal effect; % is set by controls: 0 for no effect and ±100 for the full control effect
USP1-UAF1 inh: USP1/UAF1 (human) deubiquitinase inhibition. recombinant USP1/UAF1, Ub-Rhodamine cleavage fluorescence. AID 743255. 390,000 compounds, 0.23% hits. Potency, µM (highest dose often 57.1 µM), for inactives: at the highest dose activity change, negative = inhibition, usual class: inhibitors; note: potency is the fitted concentration of half-maximal effect; % is set by controls: 0 for no effect and ±100 for the full control effect; nearly all actives have a fitted effect of over 60% in size; inactives centre near -12
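High-throughput fluorogenic screen: 1nM USP1/UAF1 complex, Ub-Rho substrate 150nM final, 50mM HEPES pH 7.8 with 0.5mM EDTA, 0.1 mg/ml BSA, 1mM TCEP and 0.01% Tween-20.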
HP1b binding inh: HP1-beta chromodomain-methylated histone interaction inhibition | P83916 | 390,000 compounds, 0.56% hits | AID 540317 | Potency, µM (highest dose often 114 µM), without a hit: at the highest dose activity change, negative = inhibition, actives largely listed as inhibitors | AlphaScreen HP1-beta / biotin-H3K9me3 peptide binding; note: potency is the fitted concentration of half-maximal effect; nearly all actives have a fitted effect of over 70% in size; inactives centre near 23
Target sequence (P83916 whole entry, looked up): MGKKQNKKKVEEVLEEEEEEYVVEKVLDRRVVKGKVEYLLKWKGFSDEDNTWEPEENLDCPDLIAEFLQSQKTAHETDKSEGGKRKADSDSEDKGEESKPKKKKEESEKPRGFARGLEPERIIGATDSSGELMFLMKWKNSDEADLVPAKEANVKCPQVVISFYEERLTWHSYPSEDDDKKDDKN
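AlphaScreen: HP1-beta (50 nM) preformed 30 min with biotin-H3(1-18)K9me3 peptide (50 nM) in PBS pH 7.4, 0.01% Tween-20. Compound added for 30 min at RT, then streptavidin donor/nickel chelate acceptor beads (10 ug/mL) for 30 min.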
TrxR1 inh: blocks rat thioredoxin reductase 1; recombinant rTrxR1, NADPH fluorescence consumption, selenite substrate; Potency, µM (series often up to 114 µM), inactives show at the highest dose activity change, negative = inhibition, hits mostly inhibitors; O89049; 390,000 compounds, 1% hits; note: potency is the fitted concentration of half-maximal effect; % is set by controls: 0 for no effect and ±100 for the full control effect; nearly all actives have a fitted effect of over 65% in size
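Rat TrxR1 (90 nM in the dispensed reagent) was pre-reduced with 400 uM NADPH for 5 min at room temperature, then incubated with compound for 15 min. After 400 uM selenite was added, NADPH fluorescence (Ex 340/Em 450 nm) was followed for 8 min.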
Numbers without * were called inactive; i = inactive; ? = inconclusive; . = no result given; [ ] = another dose, or the depositor's remark. Unless noted, calls come from the whole dose curve; as a rule, active = well fitted curve in the direction sought with a large enough effect; inconclusive = small, poorly fitted or top-dose-only effect, or another doubt; inactive = no such curve, though single readings can be large; an effect the other way counts as inactive or inconclusive. A portion of the library; rates above refer to the full screens.

SMILES	TrxR1 substrate	mIDH1 inhibitor	PI4K2A inh	PGK inhibitor	GLS inhibitor	Pin1 inhibitor	USP1-UAF1 inh	HP1b binding inh	TrxR1 inh
CCOC(=O)c1cnn(-c2nc(CC)nc3sc4c(c23)CCC4)c1N	0%	10%	-9	-5%	6%	-1%	0%	48%[activator]	26%
CC(C)c1cccc(C(C)C)c1NC(=O)COC(=O)c1ccc2c(c1)S(=O)(=O)c1ccccc1C2=O	-1%	1%	-3	-11%	18%	0%	-5%	11%	7%
COC(=O)c1cccc(NC(=O)c2cccs2)c1C	3%[57.1 µM]	-6%	9	-1%	-3%	-5%	-1%	23%	29%[57.1 µM]
Cc1ccc(N2C(=O)SC(N(CC(=O)O)c3ccc(C)cc3)C2=O)cc1 (centres undefined)	4%	10%	1	-4%	6%	1%	-7%	40%[activator]	3%
COc1cc(/C=C(\C#N)C(=O)Nc2cccc(C(=O)O)c2)ccc1OCc1ccc(C)cc1	4%[57.1 µM]	-24%	-3	-5%	?	-29%	-9%	2%	21%[57.1 µM]
CC(C)c1ccc(/C=N/NC(=O)c2c(Cl)cnn2C)cc1	-10%	2%	-1	-3%	-1%	-4%	-15%	42%	-5%
CCOC(=O)c1c(CSc2ccccc2)n(C)c2cc(Br)c(O)c(CN(C)C)c12	-3%	6%	-1	-7%	0%	0%	-10%	?	9%
COc1ccc(NS(=O)(=O)c2cccc(C(=O)N/N=C/c3ccc4c(c3)OCCO4)c2)cc1	-8%	-8%	3	-10%	2%	12%	-7%	19%	1%
CCc1nnc(NC(=O)c2ccc(S(=O)(=O)N3CCN(Cc4ccccc4)CC3)cc2)s1	15%	-2%	0	-9%[11.5 µM]	6%	2%	-24%	22%	6%
CCOc1ncccc1C(=O)Nc1ccc2c(c1)OCCO2	9%[57.1 µM]	1%	-1	2%	5%	0%	-9%	11%[57 µM]	-5%[2.29 µM]
O=S(=O)(c1cccc2cccnc12)N1CCN(c2ccccn2)CC1	-4%[57.1 µM]	-4%	-1	6%	10%	3%	2%	34%[activator]	5%
COc1ccc2oc(C(=O)Nc3nc4ccccc4[nH]3)c(C)c2c1	10%	2%	-2	-7%	1%	-2%	-23%	45%[activator]	42%
CCOc1ccccc1C(=O)Nc1ccc(S(=O)(=O)Nc2cc(OC)nc(OC)n2)cc1	-3%	5%	4	2%	14%	-5%	-8%	17%	-12%
CCOc1ccc(NC(=O)COC(=O)CCCc2c[nH]c3ccccc23)cc1	4%	3%	-2	6%	11%	8%	-18%	-1%	26%
NC(=O)C1(N2CCCCC2)CCN(c2ccc3nnc(-c4ccccc4)n3n2)CC1	2%	-3%	3	0%	1%	-9%	?	15%	5%

Some of the entries above, set out differently:
compound,TrxR1 substrate,mIDH1 inhibitor,PI4K2A inh,PGK inhibitor,GLS inhibitor,Pin1 inhibitor,USP1-UAF1 inh,HP1b binding inh,TrxR1 inh
CCOc1ccc(NC(=O)COC(=O)CCCc2c[nH]c3ccccc23)cc1,4%,3%,-2,6%,11%,8%,-18%,-1%,26%
CC(C)c1cccc(C(C)C)c1NC(=O)COC(=O)c1ccc2c(c1)S(=O)(=O)c1ccccc1C2=O,-1%,1%,-3,-11%,18%,0%,-5%,11%,7%
CCOC(=O)c1c(CSc2ccccc2)n(C)c2cc(Br)c(O)c(CN(C)C)c12,-3%,6%,-1,-7%,0%,0%,-10%,?,9%
COc1ccc2oc(C(=O)Nc3nc4ccccc4[nH]3)c(C)c2c1,10%,2%,-2,-7%,1%,-2%,-23%,45%[activator],42%
CCOc1ncccc1C(=O)Nc1ccc2c(c1)OCCO2,9%[57.1 µM],1%,-1,2%,5%,0%,-9%,11%[57 µM],-5%[2.29 µM]
CC(C)c1ccc(/C=N/NC(=O)c2c(Cl)cnn2C)cc1,-10%,2%,-1,-3%,-1%,-4%,-15%,42%,-5%

Following part
SMILES	TrxR1 substrate	mIDH1 inhibitor	PI4K2A inh	PGK inhibitor	GLS inhibitor	Pin1 inhibitor	USP1-UAF1 inh	HP1b binding inh	TrxR1 inh
CCC(=O)NC(NC(=S)Nc1ccccc1Br)C(Cl)(Cl)Cl (centres undefined)	2%	2%	-4	-10%	0%	2%	-18%	25%	8%
Cn1cnc(S(=O)(=O)N2CCN(c3cccc(Cl)c3)CC2)c1	-5%	-7%	8	6%	3%	2%	-5%	63%[activator]	-7%
Cc1ccc(S(=O)(=O)N2CCN(Cc3cc(Br)ccc3O)CC2)cc1	1%	?	0	10%	9%	5%	-8%	24%	?
CCOC(=O)c1cnc2ccc(C(=O)OC)cc2c1Nc1ccc(C(=O)O)cc1	-10%[57.1 µM]	7%	-5	-11%	-9%	-3%	-10%	42%[activator]	-12%[57.1 µM]
N#CC(c1ccc(Cl)cc1)N1CCOCC1 (centres undefined)	3%	-4%	-2	1%	1%	3%	2%	21%	21%
Cc1ccccc1-c1nc(CN2CCC(C(=O)NCCc3ccccc3)CC2)c(C)o1	-1%	-4%	3	-9%	-4%	2%	?	0%	20%
CC(=O)c1cccc(NC(=O)C(C)OC(=O)c2ccc(Br)o2)c1 (centres undefined)	-3%	-3%	2	-10%	-10%	-3%	-18%	43%[activator]	17%
Clc1cc2c(c(CSc3nc4ccccc4n4cccc34)c1)OCOC2	5%	3%	-2	-9%	1%	-2%	-24%	53%[activator]	12%
COc1ccc(OCC(=O)Nc2ccccc2OC(F)F)cc1	8%[57.1 µM]	3%	6	5%	4%	3%	-11%	44%	17%[57.1 µM]
COCCCNC(=O)C[C@H]1C[C@H](C(=O)N2CCCCC2)[C@@]2(C)c3[nH]c4cc(-c5ccco5)ccc4c3CCN2C1=O	37%[activator]	-10%	-7	-4%	5%	13%	-29%	-6%	?
CN(C(=O)c1cccc(NC(=O)Cc2ccc(NC(=O)C3CCN(C(=O)C4CC4)CC3)cc2)c1)C1CCCC1	1%	-13%	5	-1%	8%	6%	-8%	17%	13%
COc1ccc(C2C(C(=O)C(C)(C)C)=C(O)C(=O)N2Cc2ccccc2)cc1 (centres undefined)	-13%	-2%	1	i	16%	3%	-13%	15%	-19%
C#CCOCCOCCOCCNc1nc(N2CCN(C(=O)C([C@@H](C)O)n3cc([C@@H](N)CCCCN)nn3)CC2)nc(N2CCN(C(=O)[C@H](CCCN=C(N)N)n3cc(C(N)[C@@H](C)CC)nn3)CC2)n1 (some centres undefined)	1%	5%	-8	i	1%	0%	-16%	19%	-9%
COC(C)(C)c1cc(C(C)(C)C)nc(N)n1	-1%	-1%	-1	-8%	4%	0%	-16%	13%	6%
CCCOP(=O)(OCCC)C(NC(=O)C(C)(C)C)c1ccccc1 (centres undefined)	4%	-7%	-1	9%	0%	1%	-1%	61%[activator]	7%
O=C(Nc1nc(-c2ccco2)c(-c2ccco2)s1)c1ccc(F)cc1F	7%	-2%	?	5%	4%	?	-11%	?	?
COc1cc(-c2[nH]ncc2CN(C)Cc2nonc2C)cc(OC)c1OC	4%	7%	0	0%	-2%	-7%	2%	42%[activator]	16%
CC(C)Oc1ccc(-c2cc(C(=O)NCCN3CCOCC3)c3ccccc3n2)cc1	22%[57.1 µM]	2%	-4	4%	9%	-13%	-11%	27%	3%[57.1 µM]
CC(=O)NC(Cc1ccc(F)c(F)c1)C(=O)NC1CCN(c2c(Cc3ccccc3)c(C)nc3ncnn23)CC1 (centres undefined)	6%	-3%	2	2%	4%	-1%	-6%	25%	14%
O=S(=O)(c1ccccc1C(F)(F)F)N1CCN(c2nc(-c3cccs3)nc3ccccc23)CC1	14%	.	.	.	.	?	.	54%[activator]	41%
O=C(COC(=O)c1nc(Cl)ccc1Cl)Nc1cccc(S(=O)(=O)N2CCOCC2)c1	8%	2%	0	i	-5%	5%	-17%	61%[activator]	40%[activator]
CC1C(=O)N(Cc2cn(CCC3OCCO3)nn2)CCS(=O)(=O)N1Cc1ccc(-c2ccc(F)nc2)cc1 (centres undefined)	.	-1%	3	i	0%	.	-9%	.	.
CC(Sc1nnc(-c2ccco2)n1N)C(=O)NC1CCCCC1C (centres undefined)	-8%	0%	-2	5%	1%	-3%	1%	30%	?
O=C(CSc1nnc(-c2ccc(F)cc2)n1-c1ccccc1)NCCN1C(=O)CSC1=O	-7%	-1%	2	-8%	-13%	-2%	-20%	26%	-14%
CCOC(=O)C1=C(Cn2ccc(C(F)(F)F)n2)NC(=O)NC1c1ccc2c(c1)OCO2 (centres undefined)	-10%[57.1 µM]	7%	2	i	-3%	2%	-20%	29%	2%[57.1 µM]
